G6PDH counter = L. mesenteroides G6PDH inhibitors, counter-screen for G6PDH-coupled screening assays, biochemical, Leuconostoc mesenteroides enzyme | inhibition, % at 5 µM | hit rate 0.12% among 200,000 | Purified L. mesenteroides G6PDH, diaphorase/resazurin coupled fluorescence, 45 min | glucose-6-phosphate dehydrogenase [Leuconostoc mesenteroides]; in the data active = inhibition above about 50%
FLuc act counter = FLuc activators, initial screening, artefact control for FLuc-dependent activation tests, biochemical, ATPlite luminescence. Luciferin 4-monooxygenase (Photinus pyralis), P08659. ATPlite luciferase biochemical, 10 min; 0 = ATP-free wells, 1 = DMSO control. activation factor at 10 µM. 200,000 tested, under 10 active;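 active = luciferase activation factor, scaled between plate controls, of at least 2 with compound at 10 µM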
Target sequence (P08659 whole entry, looked up): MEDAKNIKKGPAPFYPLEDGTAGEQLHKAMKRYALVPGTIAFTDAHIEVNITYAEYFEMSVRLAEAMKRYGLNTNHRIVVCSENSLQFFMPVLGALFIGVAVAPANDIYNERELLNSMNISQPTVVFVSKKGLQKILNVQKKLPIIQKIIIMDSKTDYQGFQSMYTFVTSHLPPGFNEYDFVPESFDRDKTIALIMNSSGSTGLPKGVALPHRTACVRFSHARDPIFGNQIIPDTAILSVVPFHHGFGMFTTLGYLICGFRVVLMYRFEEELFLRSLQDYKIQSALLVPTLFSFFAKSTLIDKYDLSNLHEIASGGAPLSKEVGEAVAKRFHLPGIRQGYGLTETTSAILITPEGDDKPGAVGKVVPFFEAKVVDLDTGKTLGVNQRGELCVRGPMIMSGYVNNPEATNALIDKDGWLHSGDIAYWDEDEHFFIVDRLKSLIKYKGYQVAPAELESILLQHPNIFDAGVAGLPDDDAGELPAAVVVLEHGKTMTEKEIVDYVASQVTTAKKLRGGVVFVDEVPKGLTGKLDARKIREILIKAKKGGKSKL
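Assay system – cell-free luciferase reagent · Medium – PBS-based ATP solution · Dosing – test compounds dosed from 2 mM stocks in 100% DMSO · Timing – 10 min, room temperature · Technique – light output (luminescence) · Measure – luminescence gain marking luciferase activators · Controls – No-ATP low control, compound-free enzyme-plus-ATP high control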
HMGR II inh = inhibitors of E. faecalis class II HMGR, primary screen, biochemical, Enterococcus faecalis. HMG-CoA reductase (Enterococcus faecalis, mvaE). purified E. faecalis HMGR, NADPH absorbance 340 nm kinetic. inhibition, % at 10 µM. hit rate 0.41% among 190,000. AID 1066, 2008;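 active = inhibition above a set limit, the median over all tested compounds plus 3 SD, cut at about 9.5% in these data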;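 also: enzyme runs in reverse so mevalonate oxidation gives rising NADPH absorbance; 0% = complete reaction with DMSO and 100% = background rate lacking mevalonate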
APP transl inh = inhibitors of APP translation via 5'UTR reporter, primary screen, APP 5'UTR luciferase, SH-SY5Y cells. hit rate 0.82% among 190,000. AID 1285, 2008. inhibition, % at 2 µM. SH-SY5Y APP 5'UTR-luciferase reporter, luminescence;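 active = inhibition above a set limit, derived from the sample mean plus 3 SD, cut at about 45% in these data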; also: values of inactives mirror those of a sister screen read the other way
Hsp70 act = Hsp70 transcriptional activators, primary screen, cell-based, HeLa, Hsp70 promoter luciferase, luminescence, 10 µM. HeLa Hsp70 promoter luciferase reporter; scaled: vehicle 0, proteasome-inhibitor control 100%. hit rate 0.04% among 200,000. activation, % at 10 µM;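 active = activation above the mean across all tested compounds plus 3 SD, cutoff set per campaign, cut at about 5.5% in these data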;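 also: 100% = MG132 at 30 µM as the positive control and 0% = DMSO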
NF-kB expr up = activators of NF-kB expression in neurons, primary screen, cell-based, HTS | fold change at 12.5 µM | human neuronal cells, NF-kB reporter expression; hits give high values | hit rate 1.6% among 190,000; in the data active = fold change above about 3.3
STAT1 act = STAT1 signaling activators, primary screen, cell-based, HTS, luciferase reporter; NIH 3T3 STAT1-luciferase reporter, IFN-gamma, luminescence; 100% = IFN-gamma alone, no compound; AID 932, 2007; hit rate 2.6% among 200,000; activation (% of control), % at 5.5 µM;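 active = activation above the screen-wide mean activation plus 3 SD, cut at about 130% in these data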;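 also: raw ratio to IFN-gamma control signal so 100% means no change and 0% no light; values of inactives mirror those of a sister screen read the other way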
APP 5'UTR act = activators of APP 5'UTR luciferase reporter, primary screen, SH-SY5Y cells; activation, % at 2 µM; AID 1276, 2008; hit rate 1% among 190,000; SH-SY5Y APP 5'UTR luciferase reporter, luminescence; zero percent = DMSO vehicle wells;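 active = activation above a set limit, based on mean plus 3 SD of controls, cut at about 140% in these data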; also: values of inactives mirror those of a sister screen read the other way
DTT redox prof = compounds producing H2O2 with reducing agent – biochemical, NIH compound library profiling, artefact control for MLSCN library redox annotation, primary screen; DTT-dependent redox cycling H2O2, phenol red/HRP absorbance; 100% = 100 µM peroxide control, 0% = buffer; activation, % at 10 µM; hit rate 0.03% among 200,000;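 active = activation of at least 50% relative to the plate's high and low controls in the primary single-dose screen; inactive = activation below 50%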;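 also: compound incubated with DTT at 0.8 mM final as the reducing agent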
FLuc inhib CS = firefly luciferase enzyme inhibitors, primary screen, artefact control for luciferase-based inhibitor screens, biochemical, luminescence, ATPLite; 10 min; inhibition, % at 10 µM; hit rate 1.5% among 200,000; Luciferin 4-monooxygenase (Photinus pyralis), P08659; AID 1006, 2008;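 active = inhibition above about 50% when tested at 10 µM, limit read from the data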
The depositor's hits bear a star; . = no result given.

SMILES	G6PDH counter	FLuc act counter	HMGR II inh	APP transl inh	Hsp70 act	NF-kB expr up	STAT1 act	APP 5'UTR act	DTT redox prof	FLuc inhib CS
Nc1c(S(=O)(=O)c2ccccc2)c2nc3ccccc3nc2n1/N=C/c1cccc(O)c1	-2	1.1	4	6	0.1	0.48	101	-7	-0.7	-7
CCOc1cc(C(=S)N2CCOCC2)ccc1O	-1	1	-3	-12	-0.1	1.1	92	12	-1.1	-1
O=C(Oc1ccccc1N1C(=O)C2CCCCC2C1=O)c1ccc(Cl)cc1 (configuration not stated)	5	1	4	31	-0.3	1.1	94	-31	1.1	-3
CC(c1ccccc1)N1CC(C(=O)O)CC1=O (configuration not stated)	3	1	4	-2	0.3	1.1	92	2	0.3	-4
Cn1ncc(Cl)c1C(=O)Nc1nc2ccc(Cl)cc2s1	5	0.4	-2	-99	0.0	2.4	150*	99	0.1	60*
O=C(c1ccccc1F)N1CCN(CC2CC3C=CC2C3)CC1 (configuration not stated)	-4	1	-3	2	0.0	1.1	107	-2	-0.1	-3
COc1cccc(N2C(=O)N(c3ccccc3Cl)C3CS(=O)(=O)CC32)c1 (configuration not stated)	-17	1	1	-16	0.2	1.3	101	16	-0.7	-1
O=C(NC1(C(F)(F)F)C(=O)Nc2c1c(=O)[nH]c(=O)n2Cc1ccccc1)c1ccco1 (configuration not stated)	4	1.1	2	-9	-0.1	1.1	97	9	2.9	-5
COC1(OC)C(/C=C/c2ccc(Cl)cc2)C(C#N)(C#N)C1(OC)OC (configuration not stated)	11	1	2	10	0.5	0.9	83	-10	0.6	5
Cn1nnnc1NCc1cccc(Cl)c1	15	1.1	-5	7	0.4	1.1	106	-7	-0.1	-13
CSc1sc(C)cc1C=O	7	1	3	-17	-0.3	1.1	104	17	-1.5	0
O=C(N1CCN(c2ccccn2)CC1)N1c2ccccc2Sc2ccccc21	7	1	-14	94*	-0.1	2.7	105	-94	-0.1	-1
CCOC(=O)C1C(=O)NC(N2CCN(Cc3ccccc3)CC2)=NC1c1ccco1 (configuration not stated)	8	1.1	-8	-1	-0.1	1.7	102	1	2.1	-13
Cc1cc(C)cc(NC(=O)CN2CCN(CCN=CC3=C(O)CC(C)(C)CC3=O)CC2)c1	2	1.1	-2	-2	-0.4	0.95	94	2	0.2	-6
O=C(C1CC1)N1CCc2cc(S(=O)(=O)N(CCO)Cc3ccccc3)ccc21	1	1	-7	3	-0.1	1.2	107	-3	0.9	-3
Cc1ccc2c(c1)sc1nc(=O)n(-c3cccc(Cl)c3)c(=O)n12	0	1.1	-5	-16	-0.1	1.3	117	17	-3.7	-6
Cn1c(=O)c2c(nc(CN3CCCCC3)n2Cc2c(F)cccc2Cl)n(C)c1=O	7	1	-7	-6	0.1	1.1	103	6	-0.7	-4
CCOC(=O)c1c(C)c(C)n(Cc2cccc(OC)c2OC)c1C	1	1.1	0	-8	-0.5	0.98	89	8	0.5	-10
Nc1nc(Cl)cc(N2CCCC2)n1	24	1	0	-22	-0.2	1.3	94	22	0.3	1
CCOC(=O)CN(C(=O)CSc1nnc(C)n1-c1ccccc1)c1ccccc1	-5	1	-12	-1	-0.2	1.1	102	1	0.8	-5
CCS(=O)(=O)N1CCN(C(=O)c2cccs2)CC1	5	1	-7	3	-0.5	0.91	92	-3	-2.6	-3
CCCCN(CCCC)CCCNC(=O)c1ccc2nc(-c3ccccc3NC(C)=O)c(=O)[nH]c2c1	2	1	1	4	0.1	0.92	94	-4	-0.1	-2
CCC(C)N(C(=O)CSc1ccc(NC(C)=O)cc1)C1CCS(=O)(=O)C1 (configuration not stated)	9	1	-1	-24	-0.1	1.1	106	24	-0.4	-1
O=C(O)c1ccc2c(c1)C(=O)N(C(Cc1ccccc1)C(=O)O)C2=O (configuration not stated)	10	1	-7	-5	-0.3	1.3	105	5	-0.6	2
C/C(CC(C)C)=N\Nc1ccc(S(N)(=O)=O)cc1[N+](=O)[O-]	6	1	1	-10	0.5	0.93	95	10	0.0	-2
CCOc1cc(C(=O)NCC2CCCO2)cc(OCC)c1OCC (configuration not stated)	0	1	-2	-11	-0.2	1.2	95	11	7.4	0
CSc1nc(=O)n2cc(C)ccc2n1	8	1	-3	-4	-0.2	1.1	104	4	-0.2	-2
COc1ccc(C(C)=O)cc1COC(=O)C(CO)NS(=O)(=O)c1ccc(Br)cc1 (configuration not stated)	4	1	1	7	-0.3	1.1	92	-7	-0.9	-4
CCOC(=O)c1ccc(NC(=O)CSc2n[nH]c(-c3ccncc3)n2)cc1	-24	1	-3	9	-0.2	1.1	99	-9	-0.1	1
CN(C)c1ccc(/C=N/n2cnn(Cc3ccccc3Cl)c2=S)cc1	-2	1	3	-18	-0.1	1.2	126	18	-2.4	-5
CCn1cc(CNCc2ccc(OCC(O)CN(C)Cc3ccccc3)cc2)cn1 (configuration not stated)	0	1	-4	5	-0.3	0.93	92	-5	-0.9	-5
COc1cccc(C2C(C#N)=C(C)NC3=C2C(=O)CC(C)(C)C3)c1 (configuration not stated)	-4	1	-2	2	-0.1	1.2	101	-2	0.2	-2
Clc1ccc(Cc2ccc(SCc3ccccc3)nn2)c(Cl)c1	4	1	0	2	-0.4	1.1	96	-2	3.1	-4
Cc1cc(SCC(=O)Nc2cccc(S(N)(=O)=O)c2)c(C)cc1Br	-2	1.1	3	2	-0.2	1.1	90	-2	-0.1	-7
CCc1ccc(NC(=O)CN2CCc3ccccc3C2)cc1	-3	1	-2	-9	0.4	0.86	101	9	-1.5	-2
Nc1ccc(C(=O)Nc2ccco2)cc1	-2	1	-7	-13	0.2	1.4	108	13	1.3	2
CCCCC(=O)Nc1nc2c(OC)cc([N+](=O)[O-])cc2s1	4	1.1	-10	2	-0.3	1	103	-2	0.0	-6
O=C(CCn1nc(-c2ccc(Cl)cc2)ccc1=O)NCc1cccnc1	1	1.1	9	8	2.8	0.94	97	-8	2.5	-6
Cc1ccc(NC(=O)CCn2c(=O)[nH]c3ccsc3c2=O)cc1	4	1	-6	-1	-0.1	0.94	100	1	0.0	-2
CCCCCn1c(=O)[nH]c2cc(C(=O)NCCN3CCOCC3)ccc2c1=O	.	.	.	-6	-0.1	.	100	6	-3.0	.

6 structures out of the list, arranged by count of non-hydrogen atoms, rising:
SMILES	G6PDH counter	FLuc act counter	HMGR II inh	APP transl inh	Hsp70 act	NF-kB expr up	STAT1 act	APP 5'UTR act	DTT redox prof	FLuc inhib CS
CCS(=O)(=O)N1CCN(C(=O)c2cccs2)CC1	5	1	-7	3	-0.5	0.91	92	-3	-2.6	-3
CCCCC(=O)Nc1nc2c(OC)cc([N+](=O)[O-])cc2s1	4	1.1	-10	2	-0.3	1	103	-2	0.0	-6
Cc1ccc(NC(=O)CCn2c(=O)[nH]c3ccsc3c2=O)cc1	4	1	-6	-1	-0.1	0.94	100	1	0.0	-2
Cc1cc(SCC(=O)Nc2cccc(S(N)(=O)=O)c2)c(C)cc1Br	-2	1.1	3	2	-0.2	1.1	90	-2	-0.1	-7
CCCCCn1c(=O)[nH]c2cc(C(=O)NCCN3CCOCC3)ccc2c1=O	.	.	.	-6	-0.1	.	100	6	-3.0	.
COc1ccc(C(C)=O)cc1COC(=O)C(CO)NS(=O)(=O)c1ccc(Br)cc1 (configuration not stated)	4	1	1	7	-0.3	1.1	92	-7	-0.9	-4

Profiles, quoted from the list.
CCS(=O)(=O)N1CCN(C(=O)c2cccs2)CC1 is listed as G6PDH counter: 5; FLuc act counter: 1; HMGR II inh: -7; APP transl inh: 3; Hsp70 act: -0.5; NF-kB expr up: 0.91; STAT1 act: 92; APP 5'UTR act: -3; DTT redox prof: -2.6; FLuc inhib CS: -3
O=C(CCn1nc(-c2ccc(Cl)cc2)ccc1=O)NCc1cccnc1 is listed as G6PDH counter: 1; FLuc act counter: 1.1; HMGR II inh: 9; APP transl inh: 8; Hsp70 act: 2.8; NF-kB expr up: 0.94; STAT1 act: 97; APP 5'UTR act: -8; DTT redox prof: 2.5; FLuc inhib CS: -6

Next section
SMILES	G6PDH counter	FLuc act counter	HMGR II inh	APP transl inh	Hsp70 act	NF-kB expr up	STAT1 act	APP 5'UTR act	DTT redox prof	FLuc inhib CS
Cc1ccccc1OCC1Cc2c(nc(N)c(C#N)c2N)O1 (configuration not stated)	5	1	-4	-17	0.0	1.3	114	17	0.7	2
O=C(Nc1cccnc1)Nc1cc(Cl)cc(Cl)c1	12	1	-2	6	-0.1	0.6	98	-6	-0.5	-3
CC(C)c1cc(C(=O)NCc2cccnc2)no1	5	1	-11	-12	0.0	1.4	100	12	0.1	0
Cc1nc2oc3c(NCc4ccccn4)ncnc3c2c2c1COC(C)(C)C2	-24	1	-5	3	-0.4	0.67	103	-3	-0.8	2
O=S(=O)(NCc1ccc2c(c1)OCO2)c1cccc(S(=O)(=O)N2CCOCC2)c1	6	1.1	-2	2	0.2	0.94	105	-2	-0.1	-8
CC1(C)CC(=O)C([N+](=O)[O-])=C(NCCCO)C1	24	1	-5	1	-0.4	1.2	95	-1	0.2	-2
NC(=O)c1c(NC(=O)c2ccncc2)sc2c1CCCC2	0	0.8	-1	-55	-0.2	1	115	55	1.1	25
COC(=O)C(C(=O)Nc1ccc(OC)cc1)C1CCCCCC1 (configuration not stated)	9	1	-1	-6	-0.5	1.4	95	6	1.5	1
Cn1cnc([N+](=O)[O-])c1Sc1ncccc1N	13	1.1	-2	-9	-0.2	1.4	100	9	-1.6	-6
CC1=CC(C)C2C(=O)N(CCCN(C)C)C(=O)C2C1 (configuration not stated)	-7	1.1	2	-27	-0.2	1.2	98	27	2.7	-8
O=C(CSc1nnc(-c2ccncc2)n1C1CCCCC1)Nc1ccccc1	2	1.1	0	18	0.2	1.1	97	-18	1.1	-8
Nc1nc(CSc2nnnn2-c2ccc(Cl)cc2)nc(N2CCOCC2)n1	5	1.1	-8	6	-0.1	1	88	-6	0.9	-9
Cc1occc1C(=O)Nc1c(F)c(F)c(F)c(F)c1F	6	1	-3	12	-0.2	1.2	99	-12	-0.1	-2
O=C(Nc1cccc(Cl)c1)Nc1ccc(Br)cc1F	-6	1	-10	-64	-0.4	1	112	64	9.2	-1
Cc1cc2ccccc2n1CCNC(=O)Cc1ccccc1	-16	1.1	-5	-9	-0.2	0.99	99	9	-3.0	-9
COc1ccc(C)cc1N(C(=O)c1cccc(F)c1)c1nc2ccccc2s1	-5	1	5	-3	-0.3	0.58	104	3	0.7	-4

A few values from the results shown:
`Cc1cc2ccccc2n1CCNC(=O)Cc1ccccc1` in FLuc act counter is listed with 1.1
`O=C(Nc1cccnc1)Nc1cc(Cl)cc(Cl)c1` in Hsp70 act is listed with -0.1
`Cc1occc1C(=O)Nc1c(F)c(F)c(F)c(F)c1F` in APP 5'UTR act is listed with -12

Rows are unselected; 5.3% or so of the library scored in one or more.
